From PubChem BioAssay
TrxR1 substrate: is turned over as a substrate by rat TrxR1; purified TrxR1 substrate turnover, NADPH consumption readout; AID 588456; 390,000 tested, 0.01% active; Potency, µM (series often up to 114 µM), for inactives: at the top dose activity change, negative = substrate turnover; note: potency is the fitted concentration of half-maximal effect; % is set by controls: 0 for no effect and ±100 for the full control effect; nearly all actives have a fitted effect of over 50% in size
Target sequence (O89049 whole entry, looked up): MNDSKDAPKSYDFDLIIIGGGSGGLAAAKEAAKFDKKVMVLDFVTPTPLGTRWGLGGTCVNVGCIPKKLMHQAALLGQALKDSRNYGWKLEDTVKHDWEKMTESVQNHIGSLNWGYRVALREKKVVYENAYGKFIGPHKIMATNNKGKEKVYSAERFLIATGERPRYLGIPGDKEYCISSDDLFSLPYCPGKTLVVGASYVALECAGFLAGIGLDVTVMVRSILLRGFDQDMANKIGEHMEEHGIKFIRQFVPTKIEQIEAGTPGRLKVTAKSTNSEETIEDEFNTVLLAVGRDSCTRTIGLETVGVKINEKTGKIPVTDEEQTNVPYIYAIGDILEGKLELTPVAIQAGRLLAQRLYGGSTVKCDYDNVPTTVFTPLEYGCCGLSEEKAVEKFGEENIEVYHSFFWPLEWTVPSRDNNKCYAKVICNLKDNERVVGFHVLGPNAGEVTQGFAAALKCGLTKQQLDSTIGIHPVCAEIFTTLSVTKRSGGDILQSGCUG
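Rat TrxR1, dispensed at 90 nM, was prereduced with 400 uM NADPH (final) for 5 min at ~22 deg C, then incubated with compound 15 min before 400 uM selenite. A first-read NADPH fluorescence drop versus no-compound background flagged substrates.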
D2 antag: antagonizes the human D2 dopamine receptor. P14416. HEK293 TREx D2 cells, calcium flux, dopamine EC80. inhibition, % at 10 µM. 340,000 tested, 2% active; in the data active = inhibition above about 30%; note: 0% is about no effect
Target sequence (P14416 whole entry, looked up): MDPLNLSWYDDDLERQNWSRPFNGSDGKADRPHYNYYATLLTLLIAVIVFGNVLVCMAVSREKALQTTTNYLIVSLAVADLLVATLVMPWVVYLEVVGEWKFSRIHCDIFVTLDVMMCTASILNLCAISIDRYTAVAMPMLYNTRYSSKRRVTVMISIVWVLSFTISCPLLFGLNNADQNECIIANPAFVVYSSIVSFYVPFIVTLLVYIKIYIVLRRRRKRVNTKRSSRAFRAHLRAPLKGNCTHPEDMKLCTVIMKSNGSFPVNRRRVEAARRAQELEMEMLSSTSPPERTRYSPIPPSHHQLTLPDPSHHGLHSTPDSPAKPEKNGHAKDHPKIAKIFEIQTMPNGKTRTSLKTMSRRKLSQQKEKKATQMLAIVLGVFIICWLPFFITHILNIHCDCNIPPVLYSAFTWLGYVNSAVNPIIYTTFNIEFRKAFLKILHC
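Compounds are added to dye-loaded, induced HEK293 T-REx cells coupled to calcium release via D2; after a 3 min kinetic read an EC80 dopamine stimulus is given and fluorescence is recorded for 3 more min.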
PI4K2A block: PI4K2A (human) kinase inhibition; Q9BTU6; purified PI4K2A, ADP-Glo luminescence, 1 h; hits give low values; activity change, negative = inhibition, % at 76.9 µM; 420,000 tested, 0.13% active; in the data active = activity change below about -50%; inconclusive = mostly about -30% to -49%;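 note: -100% = wells without enzyme as full effect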
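PI4K2A activity was measured by ADP-Glo luminescence: enzyme (4 ug/mL stock) and phosphatidylinositol (1.2 mM stock) in Tris pH 7.5/MgCl2/EGTA/Triton X-100 buffer were reacted with ATP (300 microM stock) for one hour at ambient temperature.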
TRHR PAM: allosteric enhancers of human TRH receptor; TRHR cells, fluo-8 calcium fluorescence, EC20 TRH enhancement; enhancement, % at 2 µM; 360,000 tested, 0.66% active; AID 493056; in the data active = enhancement above about 30%; note: 0% is about no effect
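Enhancer read-out: after compound pinning and an initial kinetic agonist-mode read, an EC20 of TRH (10 nM final) was injected and fluo-8 calcium signal (Ex 480/Em 530) followed at 1 s/cycle for 100 cycles in TRHR-expressing cells.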
IDH1 R132H inh: blocks human mutant IDH1 R132H enzyme; IDH1-R132H enzyme, NADPH consumption, diaphorase/resazurin fluorescence; 390,000 tested, 0.093% active; O75874; Potency, µM (doses to about 76.6 µM), without a hit: at the top dose activity change, negative = inhibition, hits mostly inhibitors; note: potency is the fitted concentration of half-maximal effect; % is set by controls: 0 for no effect and ±100 for the full control effect; nearly all actives have a fitted effect of over 65% in size
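IDH1-R132H (0.5 ug/mL dispensed) in pH 7.5 Tris buffer was preincubated 30 min with compound, then given a substrate mix of 0.016 mM NADPH and 2 mM alpha-KG for 80 min at room temperature; remaining NADPH was read by diaphorase/resazurin fluorescence.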
USP1 inh: blocks the human USP1/UAF1 deubiquitinase complex; recombinant USP1/UAF1, Ub-Rhodamine cleavage fluorescence; Potency, µM (titrated, usually from 57.1 µM), for the others: top-dose activity change, negative = inhibition, usual class: inhibitors; 390,000 tested, 0.23% active; AID 743255; note: potency is the fitted concentration of half-maximal effect; % is set by controls: 0 for no effect and ±100 for the full control effect; nearly all actives have a fitted effect of over 60% in size; inactives centre near -12
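USP1/UAF1 complex at 1 nM was preincubated with compound for 15 min at room temperature, then Ub-Rho substrate (150nM final) was added. Fluorescence (480/540 nm) was read kinetically, 6 reads every 60 seconds.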
TRHR ag: activates the human TRH receptor; TRHR cells, calcium flux fluo-8, FDSS agonist mode; 360,000 tested, 0.18% active; activation, % at 2 µM; in the data active = activation above about 30%; note: 0% is about no effect
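Read-out: compound-evoked intracellular calcium rise in TRHR cells, fluo-8 dye, kinetic FDSS fluorescence at 1 s/cycle following a 10-cycle baseline. Cells cultured overnight before dye loading (30 min–1.5 h, RT).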
rTrxR1 inhibitor: inhibitors of rat thioredoxin reductase 1. O89049. recombinant rTrxR1, NADPH fluorescence consumption, selenite substrate. Potency, µM (highest dose often 114 µM), for inactives: at the top dose activity change, negative = inhibition, hits mostly inhibitors. 390,000 tested, 1% active. AID 588453; note: potency is the fitted concentration of half-maximal effect; % is set by controls: 0 for no effect and ±100 for the full control effect; nearly all actives have a fitted effect of over 65% in size
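Rat TrxR1 (90 nM in the dispensed reagent) was pre-reduced with 400 uM NADPH for 5 min at room temperature, then incubated with compound for 15 min. After 400 uM selenite was added, NADPH fluorescence (Ex 340/Em 450 nm) was followed for 8 min.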
D2 ag: activates the human D2 dopamine receptor; P14416; HEK293 T-REx D2 cells, calcium flux agonist mode; activation, % at 2 µM; 340,000 tested, 0.53% active;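 active = activation over 3 SD above normal in the single-dose calcium agonist read, cut at about 30% in these data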; note: 0% is about no effect
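HEK293 Trex D2 cells, tetracycline-induced, o/n 30 C 5% CO2; no-wash Ca dye, RT 30–90 min; 10-cycle baseline, 23 nl cpd added, kinetic Ca read 180 s; agonist hits = positive Ca response.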
The depositor's hits bear a star; ? = inconclusive; · = not tested or not shown; [ ] = remark or other dose. Unless noted, calls come from the whole dose curve; as a rule, active = well fitted inhibition curve with a large enough effect; inconclusive = small, poorly fitted or top-dose-only effect; inactive = no such curve, though single readings can be large or run the other way.

SMILES | TrxR1 substrate | D2 antag | PI4K2A block | TRHR PAM | IDH1 R132H inh | USP1 inh | TRHR ag | rTrxR1 inhibitor | D2 ag
O=C(NNS(=O)(=O)c1ccc(F)cc1)C1CC(c2cccnc2)=NO1 (stereo not given) | 3% | -5 | -4 | -2 | -6% | -22% | 0.8 | 18% | -0.6
C/C(=N\Nc1ccccn1)c1cccs1 | -4%[57.1 µM] | -12 | 1 | -8 | 7% | -6% | 2.3 | 14%[57.1 µM] | 3.3
COC(=O)c1ccc(COn2c(=O)c(C)[n+]([O-])c3ccccc32)cc1 | -5% | -10 | 2 | -5 | 4% | -5% | 0.0 | -12% | -0.4
COc1ccc(-c2nnn(CC(=O)N(CC(=O)NCCC(C)C)Cc3cccs3)n2)cc1OC | -3% | 7 | 0 | 6 | 7% | -1% | -0.7 | 11% | 0.0
O=C(CCc1ccc(S(=O)(=O)NCCc2ccccc2)cc1)NCc1ccc2c(c1)OCO2 | -5% | -25 | -2 | 0 | 2% | -15% | 0.1 | 1% | -1.8
Cn1c(=O)c2c(SCC(=O)NCc3ccco3)nc(CC(C)(C)C)nc2n(C)c1=O | 8%[57.1 µM] | 6 | -2 | -5 | 0% | -10% | -1.2 | -6%[57.1 µM] | -1.7
c1ccc2c(c1)OCCOCCOc1ccccc1OCCOCCO2 | -1% | -2 | 0 | -1 | 2% | 3% | -0.3 | 9% | -8.9
CN1CCC(OC(=O)c2ccco2)CC1 | -2%[57.1 µM] | 15 | 4 | -1 | 2% | -14% | 0.3 | 3%[57.1 µM] | 0.3
Cc1ccc(C(=O)N2CCc3cc(CNC(=O)c4ccccc4F)ccc32)cc1 | -7%[57.1 µM] | · | -3 | -6 | 0% | -13% | -0.4 | 3%[57.1 µM] | 2.2
O=C(NCCc1ccc(Cl)cc1)c1ccc2c(c1)OCCO2 | -2% | 8 | -1 | -9 | -3% | -4% | -1.3 | 7% | -1.4
Cc1ccc(SCC(=O)OC(C)C(=O)NCc2ccccc2)cc1C (stereo not given) | -5% | -23 | 3 | -1 | -2% | -17% | -0.1 | 21%[57.1 µM] | -1.0
Cc1cccc(/C=N/NC(=O)c2cc(Br)ccc2O)n1 | -11%[57.1 µM] | -5 | -3 | 8 | 10% | -17% | 1.0 | 32%[activator][57.1 µM] | 0.3
O=S(=O)(Nc1cccc2nsnc12)c1ccccc1 | 6% | 5 | -7 | -1 | 1% | ? | 2.1 | -1% | 0.7
O=C1CCC(=O)N1c1ccc(NCCc2ccccc2F)c([N+](=O)[O-])c1 | -2% | 3 | -2 | -3 | 0% | -1% | -0.7 | 7% | 0.1
CC(=O)c1cccc(NC(=S)NC(=O)Cc2ccc(Cl)cc2)c1 | -2% | -4 | -2 | 3 | -2% | -23% | 6.3 | ? | 5.9
Cc1cc(NC(=O)c2ccc(S(=O)(=O)N(C)CC3CCCO3)cc2)no1 (stereo not given) | 5%[57.1 µM] | 0 | 2 | 3 | -6% | -19% | -0.1 | 5%[57.1 µM] | 0.9
CCC(=O)N1CCN(c2nc(-c3ccccc3)c3c(c2C#N)CCCC3)CC1 | 18%[57.1 µM] | · | 0 | -4 | ? | -14% | 0.7 | 15%[57.1 µM] | ·
CC(C)C(=O)N(c1cc2sc(=O)oc2c2ccccc12)S(=O)(=O)c1cccs1 | -1% | -12 | -5 | 12 | 11% | -16% | -0.4 | 1% | 1.0
CCN(Cc1cnn(C)c1)C(=O)c1cc(COc2ccc(F)cc2F)on1 | 3% | 0 | 2 | -3 | -3% | -24% | -0.8 | 9% | -2.5
CC(=O)NCCNc1ccc([N+](=O)[O-])cn1 | -1% | -6 | -2 | -4 | 0% | -13% | -0.2 | -8% | 0.3
CCN(C(=O)c1ccc2c(Cl)c3c(nc2c1)CCC3)c1ccc(C)c(C)c1 | -1%[57.1 µM] | -7 | -3 | -2 | -24% | ? | 0.7 | 15%[57.1 µM] | 0.3
CC[C@@]1(C(=O)OC)N[C@H](CN(C)C(=O)c2ccc(C(C)(C)C)cc2)[C@@H]2C(=O)N(Cc3ccccc3)C(=O)[C@@H]21 | -5% | · | 4 | · | 0%[38.3 µM] | -17% | · | 5% | ·
CC(C)c1nnc(NC(=O)c2nc(S(=O)(=O)Cc3ccccc3F)ncc2Cl)s1 | 0% | -3 | -20 | 2 | 0% | -22% | 0.0 | 50µM* | -0.8
N#CCSc1nnc(C2CCCCC2)n1Cc1ccccc1 | 0% | -1 | 5 | 3 | -1% | -21% | -0.5 | 9% | -0.6
Clc1cccc(-c2nc(-c3ccc(-c4nn[nH]n4)cc3)no2)c1 | 1% | -8 | 4 | -11 | · | · | 0.1 | 8% | -0.5

Marked active in rTrxR1 inhibitor (from the list above):
Structure | TrxR1 substrate | D2 antag | PI4K2A block | TRHR PAM | IDH1 R132H inh | USP1 inh | TRHR ag | rTrxR1 inhibitor
CC(C)c1nnc(NC(=O)c2nc(S(=O)(=O)Cc3ccccc3F)ncc2Cl)s1 | 0% | -3 | -20 | 2 | 0% | -22% | 0.0 | 50µM*

Sorted by SMILES length (highest first): some entries from above
SMILES | TrxR1 substrate | D2 antag | PI4K2A block | TRHR PAM | IDH1 R132H inh | USP1 inh | TRHR ag | rTrxR1 inhibitor | D2 ag
COc1ccc(-c2nnn(CC(=O)N(CC(=O)NCCC(C)C)Cc3cccs3)n2)cc1OC | -3% | 7 | 0 | 6 | 7% | -1% | -0.7 | 11% | 0.0
CCN(C(=O)c1ccc2c(Cl)c3c(nc2c1)CCC3)c1ccc(C)c(C)c1 | -1%[57.1 µM] | -7 | -3 | -2 | -24% | ? | 0.7 | 15%[57.1 µM] | 0.3
CCC(=O)N1CCN(c2nc(-c3ccccc3)c3c(c2C#N)CCCC3)CC1 | 18%[57.1 µM] | · | 0 | -4 | ? | -14% | 0.7 | 15%[57.1 µM] | ·
O=C(NNS(=O)(=O)c1ccc(F)cc1)C1CC(c2cccnc2)=NO1 (stereo not given) | 3% | -5 | -4 | -2 | -6% | -22% | 0.8 | 18% | -0.6

Further compounds follow:
SMILES | TrxR1 substrate | D2 antag | PI4K2A block | TRHR PAM | IDH1 R132H inh | USP1 inh | TRHR ag | rTrxR1 inhibitor | D2 ag
O=C(Nc1cc(S(=O)(=O)N2CCOCC2)ccc1N1CCOCC1)c1cccc(S(=O)(=O)N2CCCCC2)c1 | -5%[57.1 µM] | -16 | -7 | -5 | 10% | -14% | -0.2 | 33%[57.1 µM] | 0.0
COc1ccc(C(C(=O)NC2CCCC2)N(C(=O)c2snc(C(N)=O)c2N)c2ccccc2OC)cc1OC (stereo not given) | 26% | 8 | -2 | 1 | -7% | -28% | 0.0 | 16% | -0.5
CC1CC(C)CN(C(=O)c2cccc3c2-c2ccccc2C3=O)C1 (stereo not given) | -1% | -5 | -4 | 3 | 3% | -5% | 1.1 | 4% | 1.1
CCOC(=O)CNS(=O)(=O)c1cc(-c2n[nH]c(=O)c3ccccc23)ccc1C | 0% | 5 | -5 | -1 | 4% | -24% | -0.4 | 2% | 0.0
CCOc1ccc(NC(=O)CN(C)C(=O)CC2CCCC2)cc1OCC | 6% | · | -2 | 1 | 3% | -3% | 0.4 | 21% | ·
Cc1ccc(/C=C/C(=O)NC2CCCCCCC2)o1 | -2% | -18 | -4 | 2 | 0% | 5% | -0.6 | ? | -0.6
CN1/C(=C\C(=O)C[n+]2cccc(Br)c2)C(C)(C)c2ccccc21 | -19% | 2 | 0 | 1 | 1% | -15% | 1.1 | 11%[57.1 µM] | 0.4
CCOC(=O)C1C(c2cc(OC)c(OC)c(OC)c2)NC(=S)NC1(O)C(F)(F)F (stereo not given) | 8%[57.1 µM] | 1 | 1 | 22 | 5% | -16% | 0.1 | -19% | 0.5
O=C(/C=C/c1ccco1)Nc1cccc(S(=O)(=O)N2CCOCC2)c1 | 4%[57.1 µM] | 6 | -2 | 1 | 0% | -13% | 0.0 | -15%[57.1 µM] | -1.2
CC(=O)Nc1ccc(-c2cc(-c3ccc(NC(C)=O)cc3)nc(-c3ccc(NC(C)=O)cc3)n2)cc1 | 78%[activator] | -14 | -2 | 0 | 9% | -7% | -0.5 | 45%[activator] | 0.6
CSc1ccc(CNC(=O)Cn2c(-c3cccs3)cc3cc(F)ccc32)cc1 | 70%[activator] | · | -1 | 3 | -14% | ? | 0.5 | 13% | 1.3
O=C(NCc1ccccc1Cl)C1CCCN(c2ncnc3c2nc2n3CCCCC2)C1 (stereo not given) | 4% | 0 | 4 | 3 | 0% | 2% | -0.3 | 30% | -1.1
O=C(Nc1ccc2c(c1)nc1n2CCN(Cc2ccccc2)C1)NC1CCCCC1 | 87%[activator] | -10 | -4 | 15 | 2% | -6% | -0.6 | 32%[activator] | 0.6
CN1CCN(c2nc(-c3cccnc3)nc3ccccc23)CC1 | 64%[activator] | 5 | 8 | 3 | 1% | -14% | -0.4 | 31% | 0.2
O=C1C(Br)=C(c2ccccc2)C(c2ccccc2)=C1c1ccccc1 | -8% | · | 2 | · | 6% | -3% | · | 0.71µM* | ·
CCc1cccc(NC(=O)CSc2n[nH]c(-c3ccccc3Cl)n2)c1 | -4%[57.1 µM] | · | 1 | 3 | -13% | -12% | 0.1 | 17%[57.1 µM] | 0.4
COc1cccc(NC(=O)N2CCC(n3nnc4ccccc43)CC2)c1 | 0% | 5 | -12 | -7 | 6% | -26% | 0.4 | 10% | -0.3
Cc1nc(C)c(-c2ccc(SCC(=O)Nc3cccc(F)c3)nn2)s1 | -1% | -18 | 3 | 7 | 6% | -10% | -0.9 | -17% | -0.6
O=C1NC(c2ccccc2Cl)Nc2ccccc21 (stereo not given) | 139%[activator] | 4 | -1 | 5 | -2% | -15% | 0.1 | 19% | -0.6
